Neddyl block – inhibitors of cullin neddylation, primary screen, biochemical, TR-FRET, uHTS, NAE and Ubc12; 360,000 compounds, 0.58% hits; calls only at 25 µM; NEDD8-conjugating enzyme Ubc12 (Homo sapiens) + NEDD8-activating enzyme E1 regulatory …; in the data active = inhibition above about 36%
Rin1-Abl PPI inh – inhibitors of Rin1-Abl protein binding, primary screen, biochemical, TR-FRET; Tyrosine-protein kinase ABL1 (Homo sapiens) + Ras and Rab interactor 1 (Homo sapiens), …; 360,000 compounds, 0.4% hits; inhibition, % at 7.35 µM; in the data active = inhibition above about 5%, passing the limit was not always enough
CendR NRP1 mod – modulators of CendR peptide binding to NRP-1, primary screen, biochemical, fluorescence polarization, uHTS; 360,000 compounds, 0.85% hits; FAM-RPARPAR peptide binding to NRP-1; Neuropilin-1 (Homo sapiens), O14786; inhibition, % at 25 µM;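 active = inhibition or corrected inhibition above about 18%, plus a signal ratio from 0.5 to 1.5, limit read from the data, passing the limit was not always enough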; also: strong numbers were not always called active
MLLE-PAM2 inh – inhibitors of PABP1 MLLE–PAM2 peptide binding, primary screen, biochemical, fluorescence polarization, FITC-PAM2, GST-MLLE; AID 588489, 2011; Polyadenylate-binding protein 1 (Homo sapiens), P11940; inhibition, % at 20 µM; 360,000 compounds, 0.36% hits; in the data active = inhibition above about 35%, passing the limit was not always enough;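 also: plate controls were DMSO wells with GST-MLLE for no effect and wells lacking GST-MLLE protein for full effect; some results filed as inactive read as strong as hits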
Target sequence (P11940 whole entry, looked up): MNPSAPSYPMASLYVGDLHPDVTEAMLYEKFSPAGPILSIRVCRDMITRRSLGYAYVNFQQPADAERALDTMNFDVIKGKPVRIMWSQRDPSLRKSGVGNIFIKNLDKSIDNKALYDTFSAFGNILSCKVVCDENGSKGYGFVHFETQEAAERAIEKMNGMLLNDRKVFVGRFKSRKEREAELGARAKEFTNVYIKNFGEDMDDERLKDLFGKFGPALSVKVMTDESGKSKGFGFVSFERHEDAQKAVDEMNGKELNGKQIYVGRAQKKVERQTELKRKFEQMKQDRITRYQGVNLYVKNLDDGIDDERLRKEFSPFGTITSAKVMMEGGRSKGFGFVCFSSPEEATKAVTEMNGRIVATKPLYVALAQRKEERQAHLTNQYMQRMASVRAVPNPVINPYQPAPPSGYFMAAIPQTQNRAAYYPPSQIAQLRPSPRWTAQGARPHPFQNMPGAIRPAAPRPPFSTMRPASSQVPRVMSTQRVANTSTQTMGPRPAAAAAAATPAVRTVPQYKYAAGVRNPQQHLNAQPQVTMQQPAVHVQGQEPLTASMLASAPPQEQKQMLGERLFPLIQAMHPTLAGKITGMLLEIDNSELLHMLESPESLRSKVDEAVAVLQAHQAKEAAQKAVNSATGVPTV
bovine MsrA act – bovine MsrA enzyme activators, primary screen, biochemical, absorbance, HTS. purified bovine MsrA, absorbance read-out. activation, % at 10.6 µM. 360,000 compounds, 0.3% hits; in the data active = activation above about 7.5%;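 also: 0% = vehicle and 100% = reference activator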
FAS TE block – FAS thioesterase domain inhibitors, primary screen, biochemical, fluorescence intensity, uHTS; recombinant FAS-TE, OMFH fluorogenic substrate, fluorescence endpoint; 360,000 compounds, 0.67% hits; inhibition, % at 15 µM; Fatty acid synthase (Homo sapiens), P49327;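 active = compounds whose normalised, plate-corrected inhibition of enzyme fluorescence in the single-dose primary screen is 50% or more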;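 also: 0% = DMSO with enzyme and 100% = substrate without enzyme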
MT1-MMP act inh – blockers of MT1-MMP proenzyme processing, primary screen, HT1080 RFP-PRO-GFP cells, GFP/RFP fluorescence. Matrix metalloproteinase-14 (Homo sapiens), P50281. GFP/RFP ratio fluorescence, overnight; percent of plate control window, DMSO zero. GFP/RFP ratio change, % at 20 µM. 360,000 compounds, 0.061% hits. AID 651647, 2012;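 active = GFP/RFP ratio change of at least 30% with cell ATP level not reduced by more than half and red fluorescence within 50% of control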; also: strong numbers were not always called active
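Assay system: HT1080 RFP-PRO-GFP cells | Dosing: 20 µM single dose, 1% DMSO | Incubation: Cells overnight before dosing, compound overnight, 37 °C, 5% CO2 | Evaluation: GFP/RFP fluorescence ratio | Control set: DMSO-only wells and HT1080 RFP-L50D-GFP cell wells as references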
eLon inh – inhibitors of E. coli Lon protease, primary screen, biochemical, fluorescence polarization | purified E. coli Lon protease | inhibition, % at 7.94 µM | AID 602123, 2011 | 360,000 compounds, 0.42% hits | P0A9M0; in the data active = inhibition above about 13%, passing the limit was not always enough;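 also: 0% = enzyme with probe and DMSO and 100% = no enzyme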
SKN-1 block – suppressors of acrylamide-induced Pgst-4::GFP reporter in worms, primary screen, SKN-1 inhibitor project, whole organism, uHTS, GFP/RFP fluorescence ratio, strain VP596; AID 624304, 2012; 360,000 compounds, 0.49% hits; inhibition, % at 21.8 µM; C. elegans VP596 Pgst-4::GFP/RFP ratio, 24 h;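 active = interference check ratio from 0.5 to 1.5 plus GFP to RFP signal ratio inhibition reaching or exceeding a fixed threshold, cut at about 30% in these data, passing the limit was not always enough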; also: some compounds called inactive have numbers as strong as hits
Numbers without * were called inactive; i = inactive; nt = not tested or not shown; + = active, no number.

Values in the order – Rin1-Abl PPI inh, Neddyl block, FAS TE block, SKN-1 block, MLLE-PAM2 inh, bovine MsrA act, CendR NRP1 mod, MT1-MMP act inh, eLon inh
- CC1Cc2[nH]c(=S)[nH]c(=O)c2C(c2ccc(F)cc2)O1 (stereo not drawn)
  nt, i, -11.6, 1.2, nt, -0.9, -14.6, 2.9, -8.1
- COc1ccc(Cn2c(CCC(=O)Nc3ccccc3OC)nc3cccnc32)cc1
  1.9, i, -5.5, 9.2, 9.2, 0.5, 6.5, -0.1, -2.0
- CC(=O)Nc1ccc(NC(=O)CCCSc2nc3ccccc3[nH]2)cc1
  1.2, i, -3.6, -1.9, -11.5, -6.7, -11.9, -0.4, 2.5
- Fc1ccc(Cn2ccc(-c3cnc(-c4ccccc4)s3)n2)cc1
  2.6, nt, 35.8, 26.8, 16.6, -6.4, -15.1, -5.2, -0.8
- CCc1ccc2oc(-c3ccc(OC)cc3)cc(=Nc3c(C)n(C)n(-c4ccccc4)c3=O)c2c1
  -3.9, +, 24.1, 2.0, -6.1, -1.0, -12.8, -1.3, 3.4
- Cc1cccc(OCc2nc(C)cc(=O)[nH]2)c1
  0.5, i, 0.5, -14.6, 9.4, -5.8, -14.0, -2.6, -5.9
- CSc1nc2c(=S)[nH]c(=S)[nH]c2s1
  -10.2, i, -0.6, -8.6, 39.1*, -7.8, -3.3, -0.5, -1.7
- CN(CC(O)Cn1cnc2c1c(=O)n(C)c(=O)n2C)c1ccccc1 (stereo not drawn)
  1.8, i, 3.3, -1.4, -2.5, -4.0, -2.1, -3.7, -4.2
- Cc1ccc(C)c(C(O)c2ncc(-c3ccc(C(F)(F)F)cc3)[nH]2)c1 (stereo not drawn)
  1.2, i, 14.2, 14.4, 0.8, -3.5, 12.0, 5.8, -15.1
- CCCCNC(=S)NNC(=O)c1ccncc1
  1.8, i, -6.4, -1.3, -0.9, -0.5, 11.6, -1.2, 11.0
- C[C@H](CO)NC(=O)[C@H](C)[C@@H]1C[C@@]1(C)[C@@H](NC(=O)OCc1ccccc1)c1ccccc1
  -0.2, i, -8.4, 10.4, -7.5, -2.0, 17.6, 1.7, 6.4
- CCOCc1nnc(NC(=O)CCC2CCCCC2)s1
  1.2, i, -2.8, 14.0, -2.5, -4.4, 2.3, -1.4, -3.0
- CC(=O)c1c(C)[nH]c(C(=O)COC(=O)COc2ccccc2F)c1C
  0.4, i, -3.7, 7.2, -5.7, -0.9, -2.0, 0.5, -5.5
- COc1cc(CNc2ccc(C)c(C)c2)cc(OC)c1OC
  5.2, i, -0.9, 0.3, -2.5, -8.1, 3.0, -8.0, -8.5
- COC(=O)c1cccc2c(C(=O)O)cc(-c3ccccc3)nc12
  0.4, i, -6.0, 7.5, -0.2, -1.4, 1.1, 1.9, -1.8
- Cc1cccc(-n2ncc3c2CCCC3NC(=O)c2cccs2)c1C (stereo not drawn)
  -0.7, i, -4.2, 5.5, -4.3, 0.5, -4.0, 9.5, -4.6
- COc1ccc(C(=O)Nc2ccc(C(=O)OCC(=O)c3ccccc3)cc2)cc1
  -0.9, i, -8.7, 8.5, 8.1, -13.6, -4.8, 4.0, -5.8
- O=C(CSc1nnc(-c2ccccc2F)o1)NC1CCCCC1
  2.4, i, -1.2, -3.7, -4.4, -1.7, 13.7, 1.2, 1.3
- COc1ccccc1NC(=O)COC(=O)CNC(=O)C1CCCCC1
  -0.1, i, -6.3, 3.7, -26.1, -5.7, 9.6, 0.2, -6.4
- COc1cc(CNC23CC4CC(CC(C4)C2)C3)ccc1OCc1ccccc1
  -0.8, i, 0.7, 14.4, 13.8, -4.7, 9.0, 3.2, -4.1

Record cards (already shown).
COc1cc(CNc2ccc(C)c(C)c2)cc(OC)c1OC reads Rin1-Abl PPI inh: 5.2; Neddyl block: i; FAS TE block: -0.9; SKN-1 block: 0.3; MLLE-PAM2 inh: -2.5; bovine MsrA act: -8.1; CendR NRP1 mod: 3.0; MT1-MMP act inh: -8.0; eLon inh: -8.5
COc1ccc(C(=O)Nc2ccc(C(=O)OCC(=O)c3ccccc3)cc2)cc1 reads Rin1-Abl PPI inh: -0.9; Neddyl block: i; FAS TE block: -8.7; SKN-1 block: 8.5; MLLE-PAM2 inh: 8.1; bovine MsrA act: -13.6; CendR NRP1 mod: -4.8; MT1-MMP act inh: 4.0; eLon inh: -5.8

Next section
Values in the order – Rin1-Abl PPI inh, Neddyl block, FAS TE block, SKN-1 block, MLLE-PAM2 inh, bovine MsrA act, CendR NRP1 mod, MT1-MMP act inh, eLon inh
- c1ccc2c(c1)NCCS2
  -1.2, i, -5.8, 2.5, 13.2, -1.1, 6.6, -55.5, -0.7
- CNC(=S)Nc1cc(C)ccc1OC(F)F
  -1.7, i, -5.3, 7.6, 22.7, 4.8, -3.9, 4.1, 2.1
- O=C(CC1C(=O)NCCN1Cc1c(F)cccc1Cl)NC1CCCC1 (stereo not drawn)
  4.5, i, 0.7, 7.9, 3.7, -1.5, 2.8, -2.1, 4.9
- CC1CN(C(=O)C(C)Sc2nc3ccccc3s2)CC(C)O1 (stereo not drawn)
  1.3, i, -10.8, -17.1, 24.5, -9.6, -4.6, -7.8, 3.5
- COc1ccc(CNC(=O)/C=C/c2ccco2)cc1OC
  0.0, i, -5.4, -5.5, 0.1, -3.5, 15.4, -0.4, -1.3
- COc1ccccc1NS(=O)(=O)c1cc(C(=O)Nc2ccc(S(=O)(=O)Nc3onc(C)c3C)cc2)ccc1C
  0.0, i, -2.3, 13.4, 9.8, -2.4, -5.1, 1.1, 7.2
- CNC(=O)c1cc(C(=O)c2ccc(Cl)cc2)c[nH]1
  2.4, i, -1.1, 29.0, -2.5, -4.0, 4.4, 4.8, -9.5
- O=C(Nc1nnc(C2CCCCC2)s1)C1CC(=O)N(c2ccccc2)C1 (stereo not drawn)
  -1.9, i, -2.4, 18.9, 10.8, 1.1, 0.9, 1.1, -9.3
- CCC(=O)Nc1ccccc1N1CCN(S(C)(=O)=O)CC1
  -0.5, i, -2.3, -1.9, -11.3, -3.5, 7.2, 3.1, -6.0
- CCCCOc1ccc(C(O)C(CN2CCOCC2)c2ccccc2)cc1 (stereo not drawn)
  -3.5, i, 1.1, 4.9, 0.2, 0.6, 10.2, 0.9, -3.1
- CCOC(=O)C1CCN(C(=O)C2(NC(=O)NC3CCCCC3)CCCCC2)CC1
  3.9, i, -0.8, -3.7, -1.9, -10.9, 2.3, 1.0, 7.5
- CCC(=O)NC(=S)Nc1cccc(-c2nc3ncccc3o2)c1
  2.4, i, -7.0, 3.5, 5.6, -0.5, -7.2, 5.1, 0.2
- O=C(COC(=O)CCC(=O)c1cccs1)Nc1cccc(S(=O)(=O)N2CCOCC2)c1
  -3.8, i, 16.5, -4.5, -0.3, -1.7, -7.5, -1.7, -5.1
- CCOc1ccc(CCNC(=O)c2nnn(CC(=O)Nc3ccc(OC)c(OC)c3)c2N)cc1OCC
  -0.8, i, -14.4, 11.8, 0.6, -0.7, 2.5, -0.1, -9.5
- CCOc1ccc(-c2nnc3sc(-c4ccccc4OC)nn23)cc1
  4.3, i, -1.2, -7.7, 11.4, 1.0, -1.7, 3.4, -0.8
- COc1cc(NS(=O)(=O)c2ccc(NC(=S)NC(=O)/C=C/c3ccco3)cc2)ncn1
  3.1, i, -6.6, 3.4, -10.1, -6.7, -182.1, -11.4, -15.4
- Cn1ccnc1C(=O)c1ccccc1Cl
  1.4, i, -7.3, -1.2, 2.5, -4.2, 13.8, -1.4, -6.7
- CC(=O)n1cc(/C=N/NC(=O)c2cccc(O)c2)c2ccccc21
  0.6, i, -1.6, 1.4, -15.1, -3.5, -6.9, 8.9, -8.2
- CCCCCn1c(NC2CCCCC2)nc2c1c(=O)[nH]c(=O)n2C
  -1.8, i, 1.6, -0.7, 4.4, -0.1, 6.7, -0.7, 7.0
- Cc1cc(Br)cc2c1NC(=O)C2(c1c(C)n(C)n(-c2ccccc2)c1=O)c1c(C)n(C)n(-c2ccccc2)c1=O
  1.6, i, -9.2, 7.4, -1.8, -2.9, 0.6, -4.1, 9.5
- Cn1c(=O)n(C)c2cc(CNC(=O)[C@H]3O[C@@H](n4ccc(=O)[nH]c4=O)[C@H](O)[C@@H]3O)ccc21
  1.0, i, -4.6, 9.8, -4.5, -9.4, -5.3, -0.7, -14.0
- COCCn1nnnc1C(C(C)C)N1CCC(Cc2ccccc2)CC1 (stereo not drawn)
  3.7, i, 4.3, 7.5, -13.5, -2.7, 0.2, 2.7, -13.0
- Cc1cc(C)cc(Oc2ccc(-c3nnc(-c4ccccc4)o3)cc2[N+](=O)[O-])c1
  -2.9, i, -8.8, 11.7, 0.1, -2.6, -1.5, 2.1, -3.2
- C(=C\c1nnc2c3ccccc3ncn12)/c1ccccc1
  -0.9, i, -5.7, -0.2, -27.6, -12.9, -5.9, 5.6, 4.3
- CCc1cccc(NC(=O)C(NC(=O)C2CCCCC2)C(C)C)c1 (stereo not drawn)
  -3.1, i, 0.1, -3.6, 21.3, -2.4, -5.7, 1.8, -7.9
- COc1ccc(NC(=O)Nc2cnccn2)cc1
  2.5, i, -5.7, -4.1, -3.5, -1.1, -1.6, 9.2, 1.1
- COc1ccc(CCNC(=O)C2CCCN2S(=O)(=O)c2ccc(F)cc2)cc1OC (stereo not drawn)
  -0.2, i, -3.7, -0.1, 7.9, -8.8, 2.1, -0.5, 1.6
- CC1=C(C(=O)c2ccccc2)C(c2cccc([N+](=O)[O-])c2)NC(=S)N1 (stereo not drawn)
  1.0, i, -3.6, 6.6, -120.6, -3.2, -13.4, -1.8, 26.4*
- CCC1CCCCN1C(=S)NC(=O)c1cc(S(=O)(=O)N2CCOCC2)ccc1C (stereo not drawn)
  -0.8, i, -0.1, 3.3, 5.6, -2.4, -5.0, 2.0, 1.6
- CCc1nc2ccc(C(=O)NC3CCN(Cc4ccccc4)CC3)cn2c1N(C)CCN1CCOCC1
  2.7, i, -4.4, 15.3, -7.9, -2.2, -5.9, 6.4, 0.1
- O=C(CCCc1c[nH]c2ccccc12)N1CCN(S(=O)(=O)c2cccs2)CC1
  -4.5, i, 13.9, 8.1, -21.2, -0.3, -1.0, 0.9, -4.7
- NC(=NCCc1ccccc1)NS(=O)(=O)c1cccs1
  -2.4, i, -10.9, -8.9, -1.5, -2.7, -2.1, -0.7, -3.4
